Compound activity: PubChem BioAssay, several laboratories
NPY2 pot ag: NPY-Y2 potentiators or agonists, primary screen, cell-based; activation, % at 3.6 µM; Neuropeptide Y receptor type 2 (Homo sapiens), P49146; cells expressing NPY-Y2, potentiator/agonist read-out; 220,000 compounds, 0.45% hits; in the data active = activation above about 27%;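 note: cells stimulated with NPY near EC25 plus isoproterenol at EC100; 0% = vehicle plus submaximal agonist and 100% = vehicle plus saturating agonist; some results beyond the cut were filed as inactive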
eIF4E 4G PPI: eIF4E–eIF4G protein interaction inhibitors, primary screen, biochemical, uHTS, TR-FRET, eIF4GI fragment. Eukaryotic translation initiation factor 4E (Mus musculus) + Eukaryotic translation …. TR-FRET eIF4E-eIF4GI(517-606) binding, 2 h. inhibition, % at 21.7 µM. 220,000 compounds, 0.37% hits. AID 782, 2007;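 active = inhibition above about 30%, limit read from the data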;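 note: 0% = full FRET control wells and 100% = background wells lacking eIF4GI fragment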
BaF3 tox: parental Ba/F3 cell viability inhibition, counter-screen for JAK2V617F inhibitor project, murine pro-B, CellTiter-Glo luminescence. CellTiter-Glo ATP luminescence. inhibition, % at 5.6 µM. 220,000 compounds, 1.1% hits;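 active = inhibition above a per-campaign cutoff, the mean inhibition of all tested compounds plus 3 SD, cut at about 27% in these data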;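 note: 0% = DMSO wells and 100% = JAK Inhibitor I control wells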
S1P4 ag: S1P4 receptor agonists, primary screen, cell-based | Sphingosine 1-phosphate receptor 4 (Homo sapiens), O95977 | S1P4-expressing cell line, agonist reporter assay | activation, % at 4.98 µM | 220,000 compounds, 0.35% hits | AID 1509, 2009; in the data active = activation above about 11%;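 note: 0% = DMSO vehicle and 100% = reference agonist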
Wee1 degr inh: Wee1 degradation inhibitors, primary screen, cell-based, HeLa, Wee1K328M-luciferase, luminescence; 220,000 compounds, 1.2% hits; reporter increase, % at 5 µM; HeLa Luc-Wee1K328M stability; 100% = proteasome inhibitor MG132 effect;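 active = activation above the mean of all tested compounds plus 3 SD, set per screening run, cut at about 8.8% in these data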;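 note: cells exposed to compound for 20 h before luminescence read; 0% = DMSO alone and 100% = MG132 at 30 µM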
PERK inhibitor: block of dimerizer-induced PERK translation repression, primary screen, PERK inhibitor project, CHO PERK-DD cells, SEAP luminescence, HTS; CHO PERK-DD fusion, SEAP luminescence translation reporter; inhibition, % at 5.6 µM; 220,000 compounds, 0.17% hits; AID 1416, 2008;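 active = inhibition above the mean inhibition of all tested compounds plus 3 SD, set separately per screening campaign, cut at about 2.9% in these data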;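 note: PERK kinase domain activated by AP20187 dimerizer at 100 nM; 0% = DMSO with dimerizer and 100% = rapamycin at 8.4 µM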
Target sequence (Q9NZJ5 whole entry, looked up, the tested form may be a part): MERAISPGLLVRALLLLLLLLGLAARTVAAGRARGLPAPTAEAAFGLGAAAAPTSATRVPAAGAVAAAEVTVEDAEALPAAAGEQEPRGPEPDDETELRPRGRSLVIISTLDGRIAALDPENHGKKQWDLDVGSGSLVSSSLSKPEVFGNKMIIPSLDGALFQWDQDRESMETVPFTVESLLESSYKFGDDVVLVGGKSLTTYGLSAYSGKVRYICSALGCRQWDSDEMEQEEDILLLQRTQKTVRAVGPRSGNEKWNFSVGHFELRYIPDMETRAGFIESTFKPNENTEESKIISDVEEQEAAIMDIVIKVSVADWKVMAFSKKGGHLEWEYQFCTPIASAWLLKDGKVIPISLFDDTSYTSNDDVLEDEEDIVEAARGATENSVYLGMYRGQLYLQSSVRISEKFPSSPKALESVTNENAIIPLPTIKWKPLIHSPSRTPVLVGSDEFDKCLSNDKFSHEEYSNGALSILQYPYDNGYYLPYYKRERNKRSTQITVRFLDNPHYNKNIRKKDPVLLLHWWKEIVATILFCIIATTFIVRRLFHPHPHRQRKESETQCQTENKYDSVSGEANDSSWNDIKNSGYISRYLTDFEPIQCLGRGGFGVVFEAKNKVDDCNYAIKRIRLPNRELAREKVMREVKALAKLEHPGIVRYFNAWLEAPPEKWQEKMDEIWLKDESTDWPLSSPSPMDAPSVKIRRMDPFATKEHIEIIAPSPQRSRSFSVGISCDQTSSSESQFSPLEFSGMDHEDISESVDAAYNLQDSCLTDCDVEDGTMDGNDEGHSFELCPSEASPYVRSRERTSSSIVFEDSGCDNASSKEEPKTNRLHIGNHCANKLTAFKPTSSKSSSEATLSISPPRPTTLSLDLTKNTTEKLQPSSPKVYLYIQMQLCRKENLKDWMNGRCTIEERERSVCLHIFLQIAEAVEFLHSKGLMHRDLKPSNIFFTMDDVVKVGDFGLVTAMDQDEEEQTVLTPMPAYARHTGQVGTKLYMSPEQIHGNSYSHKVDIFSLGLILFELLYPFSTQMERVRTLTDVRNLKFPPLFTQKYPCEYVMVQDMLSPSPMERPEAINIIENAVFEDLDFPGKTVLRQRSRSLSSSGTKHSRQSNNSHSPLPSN
MDM2 E3 inh: MDM2-luciferase reporter signal enhancers, primary screen, MDM2 E3 ligase inhibitor project, cell-based, luminescence, 1536-well. E3 ubiquitin-protein ligase Mdm2 (Homo sapiens), Q00987. cell-based MDM2 ubiquitination luciferase reporter, 2 h; 0 = plate control, 100 = twice control, blank-subtracted. signal enhancement, % at 5 µM. 210,000 compounds, 0.11% hits;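 active = signal enhancement of 30% or more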;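 note: luminescence tracks abundance of the self-degrading MDM2-luciferase fusion protein; higher signal means inhibition of MDM2 E3 ligase activity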
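test system = mammalian cells stably expressing self-ubiquitinating, self-degrading MDM2 E3–luciferase fusion | quantity = 2000 cells/well | incubation = cell settling 4 h, compound treatment 2 h, both 37 °C | signal = luminescence with SteadyLite reagent, 15 min at room temperature | evaluation = % enhancement relative to plate controls after blank subtraction | benchmarks = plate controls and plate blanks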
S1P4 antagonist: S1P4 receptor antagonists, primary screen, cell-based. Sphingosine 1-phosphate receptor 4 (Homo sapiens), O95977. S1P4-expressing cells, antagonist mode, reporter read-out. inhibition, % at 4.98 µM. 220,000 compounds, 0.26% hits. AID 1510, 2009; in the data active = inhibition above about 29%;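 note: 0% = wells stimulated with agonist and 100% = vehicle wells without agonist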
Ba/F3 V617F tox: reduced viability of JAK2V617F-dependent Ba/F3 cells, primary screen, JAK2V617F inhibitor project, cell-based, Ba/F3 EpoR-JAK2V617F, luminescence | ATP luminescence | inhibition, % at 5.6 µM | 220,000 compounds, 1.1% hits | AID 1446, 2008;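 active = inhibition above the campaign mean plus 3 SD over all tested compounds, cut at about 24% in these data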;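 note: cytokine-independent growth of Ba/F3 cells driven by EpoR plus mutant JAK2; 0% = DMSO-treated cells and 100% = JAK inhibitor I control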
The depositor's hits bear a star; . = no result given; [ ] = dose if it differs, or a comment.

Compound	S1P4 antagonist	BaF3 tox	Ba/F3 V617F tox	eIF4E 4G PPI	MDM2 E3 inh	S1P4 ag	Wee1 degr inh	PERK inhibitor	NPY2 pot ag
O=C(COC(=O)c1ccccc1Br)NCCC1=CCCCC1	-15	2	-2	4	0	1.5	1	-0.3	1
O=C(C1=C(O)C(=O)N(c2ncccn2)C1c1cccc(Cl)c1)c1ccco1 (centres undefined)	20	6	0	2	-5	1.6	-3	-0.4	-3
Cc1cc(-c2ccccc2)cc(-c2ccccc2)[n+]1C	-4	68*	73*	-1	-15	0.9	0	0.2	-15
Cc1cccc(-n2ccnc2CN2CCN(C(C)C)C(CCO)C2)c1 (centres undefined)	-2	-3	-3	0	-10	1.2	2	-0.2	5
COCCNc1ccc(-c2nn(C)c(=O)c3ccccc23)cc1[N+](=O)[O-]	0	-7	-2	-12	.	0.7	4	0.9	9
CCN1CCCC1Cn1cnc2c([nH]c3ccc(OC)cc32)c1=O (centres undefined)	18	3	-3	-1	-6	-2.1	0	-1.4	-16
CC(C)CC(=O)NC(Nc1ccc([N+](=O)[O-])cc1)C(Cl)(Cl)Cl (centres undefined)	-10	4	-2	-2	9	-1.0	4	1.0	13
Cc1cc(C2(c3cc(C)c(NC(=O)CN4CCOCC4)c(C)c3)CCCCC2)cc(C)c1NC(=O)CN1CCOCC1	-3	3	-2	-12[fluorescence artefact?]	-29	-4.3	1	-0.7	7
O=C1c2ccccc2C(=O)N1CCSc1ncn[nH]1	1	2	-1	1	-5	-0.3	-1	0.6	6
O=C(c1ccc(OC2CCN(Cc3ccccn3)CC2)cc1)N1CCCCO1	3	2	0	3	9	-0.6	0	0.7	4

Next records:
Compound	S1P4 antagonist	BaF3 tox	Ba/F3 V617F tox	eIF4E 4G PPI	MDM2 E3 inh	S1P4 ag	Wee1 degr inh	PERK inhibitor	NPY2 pot ag
O=C(Nc1ccon1)c1cccc(S(=O)(=O)N2CCCCCC2)c1	-11	0	-4	3	3	-0.5	-2	-1.6	7
Nc1nc(NS(=O)(=O)c2ccc(Cl)cc2)nn1-c1ccccc1	9	-2	-2	-2	-6	1.8	-2	0.3	-12
Cc1ccc(-n2cnnn2)c2cccnc12	-14	0	-3	5	-12	0.9	1	0.6	14
CCN(CC)S(=O)(=O)c1cccc(C(=O)Nc2cccc(C)c2)c1	-6	3	-2	-6	-18	3.2	5	-0.5	-6
CCOC(=O)c1c(N)c2cc([N+](=O)[O-])cnc2n1C	5	1	-5	3	-12	0.1	-2	2.2	-24
NC(=O)C1CCN(C(=O)c2ccc3nc(N4CCCCC4)sc3c2)CC1	-20	-1	3	-6	-6	0.1	1	0.7	16
CCc1nc(SCC(=O)NCc2ccccc2)c2c(=O)n(C)c(=O)n(C)c2n1	1	1	-1	-5	-27	-0.8	-3	0.0	-8
Cc1c(Cc2ccccc2)c(=O)oc2cc(OCC(N)=O)ccc12	-23	1	-1	0	-13	2.6	-1	1.2	3
O=C(Nc1ccccn1)c1ccc([N+](=O)[O-])o1	27	-7	-3	0	6	-0.8	2	0.6	11
CC(C)CN(CC(C)C)C(=O)CC(=O)NC(=O)c1ccc(Cl)cc1	7	6	2	0	-17	-1.2	2	0.5	-11

Later entries.
Compound	S1P4 antagonist	BaF3 tox	Ba/F3 V617F tox	eIF4E 4G PPI	MDM2 E3 inh	S1P4 ag	Wee1 degr inh	PERK inhibitor	NPY2 pot ag
O=C(Cn1ccc2ccccc2c1=O)NCCC(=O)N1CCN(c2cccc(C(F)(F)F)c2)CC1	14	3	-2	5	-16	-1.0	-3	-0.2	0
CCOC(=O)N1CCN(c2c(N3CCN(C(=O)OCC)CC3)c(=O)c2=O)CC1	0	-1	1	-5	-8	-1.5	2	0.7	17
COC(=O)c1cc(NC(=O)C2CC2)cc(C(=O)OC)c1	-19	-2	-5	1	-3	0.5	-1	0.7	0
COc1ccc(-c2nn3c(-c4ccc(F)cc4)nnc3s2)cc1	-24	-2	-4	4	-13	-1.9	0	0.1	-4
N#CCN1C(=O)C2CCCN2c2ccc(S(=O)(=O)N3CCOCC3)cc21 (centres undefined)	-6	3	2	0	-20	0.6	2	1.1	3
COc1ccc(Cn2nnnc2CN2CCCCCC2)cc1	8	1	-3	-1	-30	0.3	-1	-0.5	10
COc1cc([N+](=O)[O-])ccc1NC(=O)c1cccc(NC(=O)C(C)C)c1	-1	1	-1	7	-6	0.6	0	0.2	-2
Cc1cc2c(=O)n(CC(=O)NCC(=O)N3CCN(Cc4ccccc4)CC3)cnc2s1	14	8	0	6[fluorescence artefact?]	-10	-0.9	-1	0.0	11
O=C(NCc1cccnc1)C1CCCN(Cc2cnn(-c3ccccc3)c2-n2cccc2)C1 (centres undefined)	1	4	-1	0	-12	0.1	1	-1.9	-7
COc1ccccc1NS(=O)(=O)c1cccc(C(=O)OCC(=O)Nc2cc(C)on2)c1	-20	7	-1	2[fluorescence artefact?]	2	-2.2	-1	0.4	-16

Next structures follow:
Compound	S1P4 antagonist	BaF3 tox	Ba/F3 V617F tox	eIF4E 4G PPI	MDM2 E3 inh	S1P4 ag	Wee1 degr inh	PERK inhibitor	NPY2 pot ag
Cc1cccc(N/C=C(\[N+](=O)[O-])S(=O)(=O)c2ccccc2)c1C	-33	1	0	-1	-8	0.9	-4	-0.5	-3
COC(=O)CCc1sc(NC2CCCCC2)nc1-c1ccc(OC)cc1	-18	1	-3	21	16	2.2	0	0.4	-8
c1ccc(N2CCN(c3nc4ccccc4n4nnnc34)CC2)cc1	-5	3	-1	-11	-18	-1.0	-3	0.4	3
O=C(CSc1nnnn1-c1ccccc1)NC(=O)Nc1ccc2c(c1)OCCO2	-16	2	-3	-2	0	0.1	-2	0.4	-9
CS(=O)(=O)N(CC(=O)NCc1ccc2c(c1)OCO2)c1ccccc1	-11	0	0	5	-18	3.2	1	-0.4	3
COC(=O)c1ccccc1NC(=O)CSc1nnc(-c2ccoc2C)n1C	-23	2	-1	2	-11	0.3	-4	-2.1	13
Cc1cccc(OCCn2c(=O)n(C)c3ccccc32)c1	4	8	0	3	-16	-4.4	4	0.2	-8
CCN(CC)CCOC(=O)C12CC3CC(CC(C3)C1)C2	-13	0	-1	5	-12	-3.7	-4	0.3	-3
CCN(C(=O)COC(=O)/C=C/c1ccc(O)c(OC)c1)C1CCS(=O)(=O)C1 (centres undefined)	-22	5	-4	10[fluorescence artefact?]	0	0.6	1	1.0	2
Cc1ccc(S(=O)(=O)n2nc(OC(=O)c3c(-c4ccccc4Cl)noc3C)cc2N)cc1	-11	2	-1	-4	-9	-0.2	-1	1.1	23

More structures
Compound	S1P4 antagonist	BaF3 tox	Ba/F3 V617F tox	eIF4E 4G PPI	MDM2 E3 inh	S1P4 ag	Wee1 degr inh	PERK inhibitor	NPY2 pot ag
CCNCCNc1ccc(Cl)cc1[N+](=O)[O-]	3	5	5	.	.	-1.2	-4	-1.0	4
CCCCc1ccc(NC(=O)OC)cc1	-6	3	-3	-5	-14	0.6	3	0.7	12
CCc1nnc(N2C(=O)c3ccccc3C2(O)c2ccccc2)s1 (centres undefined)	1	-3	0	-2	8	1.0	-1	-1.2	-8
Cc1ccc(-c2nc3ncccc3o2)cc1NC(=O)c1sc2ccccc2c1Cl	-7	3	0	8[fluorescence artefact?]	-32	2.7	-2	2.3	-2
CC(C)CCNC(=O)NC(=O)Cn1cc(C(F)(F)F)ccc1=O	3	0	-4	-18	2	-1.7	-1	-0.7	7
O=C(COC(=O)COc1ccc(Br)cc1)Nc1cccnc1Cl	-27	-2	-6	17[fluorescence artefact?]	4	0.6	-2	1.5	-5
Cc1cccc(N2CC(C(=O)Nc3ccc4c(c3)OCO4)CC2=O)c1C (centres undefined)	-30	4	1	-1	-3	-0.9	-2	-0.6	-6
Cn1ncc(C#N)c1NC(=O)C1CC(c2ccc(Cl)c(Cl)c2)=NO1 (centres undefined)	21	6	-1	7	-17	-5.4	-4	0.3	-10
N/C(=N\OC(=O)CCCOc1ccccc1)c1ccccn1	-17	3	5	2	-9	-0.5	1	-1.3	-13
CCCCCCCCc1nnc(N)s1	-15	-3	-3	-4	-9	0.4	1	-0.5	-5

The list continues.
Compound	S1P4 antagonist	BaF3 tox	Ba/F3 V617F tox	eIF4E 4G PPI	MDM2 E3 inh	S1P4 ag	Wee1 degr inh	PERK inhibitor	NPY2 pot ag
COc1ccc2c(CC(=O)OCC(=O)c3ccc(F)cc3)coc2c1	4	1	-5	-1[fluorescence artefact?]	-18	0.1	-4	1.0	1
NS(=O)(=O)c1ccc(CCNC(=S)Nc2ccc(S(N)(=O)=O)cc2)cc1	-23	4	-1	-9[fluorescence artefact?]	2	0.8	3	0.6	-4
COc1cccc(C(=O)OCCN(C)C(C)(C)C)c1	-90	3	-2	1[fluorescence artefact?]	-12	-0.3	1	0.6	-6
O=C(NCc1ccccn1)c1coc(=O)c(Br)c1	-9	3	3	-3	-14	3.1	4	0.1	-16
COc1ccc(Nc2oc(-c3ccccc3Cl)nc2C#N)cc1	-9	29*	51*	-4	-5	-0.9	1	0.5	2
CCOC(=O)C1=C(N)OC2=C(C(=O)CCC2)C1c1cccs1 (centres undefined)	-6	11	1	10	-15	-1.0	2	0.6	-4
NC(=O)c1ccc(-n2nnnc2SCC(=O)c2ccc(O)c(O)c2)cc1	-5	7	2	-5	-5	1.6	-4	0.9	6
CCn1c(=O)cc(SCC(=O)NCCN2CCN(Cc3ccccc3)CC2)c2ccccc21	1	8	3	-3	-4	-0.6	-1	-0.9	-24
Cc1ccc(OCC(=O)N/N=C/c2ccc3c(c2)OCO3)cc1C	13	3	2	-6	-5	12*	-2	0.7	-14
